All columns: NCI-60 one-dose screen, growth in % after 48 h at 10 µM unless noted; 100 = growth as untreated, 0 = no growth, -100 = all killed.
OVCAR-3 – OVCAR-3 ovarian cancer; 79,000 compounds, 7% hits; AID 1794787
OVCAR-8 – OVCAR-8 ovarian cancer. AID 1794782. 81,000 compounds, 4.4% hits
SK-OV-3 – SK-OV-3 ovarian cancer cells. 80,000 compounds, 3.2% hits. AID 1794785
OVCAR-4 – OVCAR-4 ovarian cancer cells; 80,000 compounds, 3.7% hits; AID 1794784
NCI-H23 – NCI-H23 lung cancer. 80,000 compounds, 4% hits
NCI-H522 – NCI-H522 lung cancer | 78,000 compounds, 8% hits | AID 1794739
OVCAR-5 – OVCAR-5 ovarian cancer. 82,000 compounds, 2.9% hits
NCI/ADR-RES – NCI/ADR-RES ovarian cells. 81,000 compounds, 4.4% hits. AID 1794790
IGROV1 – IGROV1 ovarian cancer; 79,000 compounds, 4.7% hits
* marks the source's active call; other numbers are inactive results; nt = not tested or not shown; & = joins results of further samples; ! = not active in a repeat. How the source made its calls: active means growth percent below 10; inactive means the rest.

Structure,OVCAR-3,OVCAR-8,SK-OV-3,OVCAR-4,NCI-H23,NCI-H522,OVCAR-5,NCI/ADR-RES,IGROV1
CCCCOCCOP(=O)(OCCOCCCC)OCCOCCCC,118,107,101,114,101,100,105,100,119
Cc1c2cc(Cl)c3ccccc3c2c[n+]2ccccc12,4.5*,-1.7*,67,30,48,17,78,87,20
O=C1NC(=O)C(O)(C2(O)C(=O)NC(=O)NC2=O)C(=O)N1,115,109,111,108,103,94,88,93,nt
Clc1cccc(Cl)c1CBr,106,117,101,102,105,87,111,104,97
CCCCCCCCCCCCCCCC(=O)P(=O)(OCC)OCC,107,99,105,105,98,102,106,101,103
CCC1CCC(C)N(N=O)C1 (configuration not stated),105,99,104,95,102,93,105,106,103
CC1(C)N=C(N)N=C(N)N1c1cccc(C(=O)Nc2cccc(S(=O)(=O)F)c2)c1,112,100,117,100,107,100,89,104,105
O=C1CCC(=O)N1SC(Cl)(Cl)Cl,122,106,109,110,108,80,110,110,93

Structure,OVCAR-3,OVCAR-8,SK-OV-3,OVCAR-4,NCI-H23,NCI-H522,OVCAR-5,NCI/ADR-RES,IGROV1
CCN(CCCl)/N=N/c1nc2c([nH]1)c(=O)n(C)c(=O)n2C,100,98,95,99,98,87,100,104,106
Cc1cccc(C#N)c1,105,94,100,108,101,92,97,108,102
COC(=O)[C@@H](C)C[C@H](Cc1ccccc1)NC(=O)c1cccc([C@@H](C[C@H](C(C)C)N(C)C(=O)[C@@H](NC(=O)[C@H]2CCCCN2C)C2CC2)OC(C)=O)n1,-48*,14,1.4*,52,21,-11*,38,16,23
CN1CCN(C(=O)OC2c3nccnc3C(=O)N2c2ccc(Cl)cn2)CC1 (configuration not stated),110,104,110,103,99,114,107,97,105
O=[N+]([O-])/C=C/c1ccc([N+](=O)[O-])cc1,-98*!,92&28,110&93,87&86,69&57,47&82,125&72,86&79,-20*!
CC(=O)O[C@H]1CC[C@]2(C)[C@H]3CC[C@@H]4[C@H]5[C@H](C)[C@@]6(C)OC(=O)[C@]5(CC[C@@]4(C)[C@]3(C)CC[C@H]2C1(C)C)C[C@@H]6C1(C)OOC2(CCCCC2)OO1,100,112,101,98,89,96,89,90,92
CNc1ccc([N+](=O)[O-])cc1[N+](=O)[O-],104,98,100,107,95,93,103,98,103
C/C(=N/OC(=O)N(C)C)c1ccc(Cl)c(Cl)c1,113,104,116,119,98,102,100,106,105

Structure,OVCAR-3,OVCAR-8,SK-OV-3,OVCAR-4,NCI-H23,NCI-H522,OVCAR-5,NCI/ADR-RES,IGROV1
C/C(=C(\c1ccc(OCCN2CCOCC2)cc1)c1ccc(OC(=O)Cc2ccccc2)cc1)c1ccc(Cl)cc1,96,98,110,99,86,73,95,96,106
O=C(CCCCCNC1=CC(=O)c2ccccc2C1=O)NCCC[Te]c1ccccc1,-44*,8.9*,-40*,-45*,-13*,-18*,-37*,-0.2*,-24*
Cc1ccc(NC2=NCCS2)cc1Cl,104,nt,106,99,95,91,104,102,107
O=[N+]([O-])CC(c1cccs1)c1c(-c2ccccc2)[nH]c2ccccc12 (configuration not stated),96,85,63,91,86,64,87,75,83
OC(c1ccc(Cl)cc1)C(c1ccccc1)N1CCCCC1 (configuration not stated),106,96,92,105,96,67,95,102,99
O=C(CCN1CC1)OC1CCCCC1,116,103,115,102,102,101,93,nt,115
CCN(CCCl)CCOC(c1ccccc1)c1ccccc1,113,94,117,93,101,86,110,100,92
CC(=O)CC(c1ccc2c(c1)OCO2)c1c(O)c2ccccc2oc1=O (configuration not stated),111&116,97&102,117&123,89&108,101&109,104&93,106&101,102&108,115&115

Structure,OVCAR-3,OVCAR-8,SK-OV-3,OVCAR-4,NCI-H23,NCI-H522,OVCAR-5,NCI/ADR-RES,IGROV1
CCC1CN(c2ccccc2)CCN1 (configuration not stated),99,105,109,102,109,97,101,114,108
COc1ccc(-n2c(SC)nc3cc(OC)c(OC)cc3c2=O)cc1,111,99,115,101,103,91,103,97,100
c1ccc2nc(N3CCNCC3)ccc2c1,115,108,104,112,107,95,112,105,99
CCOC(=O)C12C(=O)OC3(C)Oc4ccc([N+](=O)[O-])cc4C1C32 (configuration not stated),115,102,104,101,108,99,104,108,105
CCOC(=O)[C@@H](C)C[C@H](Cc1ccccc1)NC(=O)c1csc([C@@H](C[C@H](C(C)C)N(C)C(=O)[C@@H](NC(=O)[C@H]2C[C@H](O)CCN2C)C(C)C)OC(C)=O)n1,5.2*,15,7.6*,35,31,-39*,42,45,20
C=C1C(=O)O[C@@H]2C[C@@H](C)[C@@H]3C=CC(=O)[C@@]3(C)[C@@H](O)[C@H]12,-100*,nt,12,-37*,-36*,-81*,5.7*,13,-91*
O=Cc1ccc(S(=O)(=O)F)cc1,111,94,96,94,102,92,105,109,99
COc1ccc(OC)c(/C=C/C(=O)c2nc3ccccc3n2Cc2ccc(Br)cc2)c1,102,91,99,86,89,91,122,89,102

Structure,OVCAR-3,OVCAR-8,SK-OV-3,OVCAR-4,NCI-H23,NCI-H522,OVCAR-5,NCI/ADR-RES,IGROV1
N#CC(C#N)=NNc1ccccc1,91,107,71,76,93,84,110,102,94
COc1ccc(N(CC(=O)NCCC[Te]c2ccccc2)C(=O)c2ccccc2)cc1,96,14,1.2*,99,0.6*,-9.7*,33,11,15
COc1cc2cc(C(=O)N3C[C@@H](CCl)c4c3cc(OC(=O)N3CCN(C(=O)CCC(=O)N5CCN(C)CC5)[C@@H]5CSSC[C@@H]53)c3ccccc43)[nH]c2c(OC)c1OC,16,-32*,3.1*,-6.4*,-93*,-83*,-36*,-57*,-51*
Nc1nc(=S)nc(N)[nH]1,nt,104,102,nt,90,76,89,96,88
O=c1[nH]c2ccccc2o1,108,100,109,116,98,101,107,101,104
C=CCC1(C(C)C)C(=O)NC(=S)NC1=O,98&109,108&103,128&114,103&107,91&116,102&100,90&100,95&115,102&105
C[N+](C)(C)c1ccccc1,124,105,102,119,106,96,104,99,118
CCOP(=O)(OCC)C(C)OC (configuration not stated),120,104,102,108,111,92,124,106,106

Molecules shown so far that have bromine, in the order listed:
Structure,OVCAR-3,OVCAR-8,SK-OV-3,OVCAR-4,NCI-H23,NCI-H522,OVCAR-5,NCI/ADR-RES,IGROV1
Clc1cccc(Cl)c1CBr,106,117,101,102,105,87,111,104,97
COc1ccc(OC)c(/C=C/C(=O)c2nc3ccccc3n2Cc2ccc(Br)cc2)c1,102,91,99,86,89,91,122,89,102

Next section:
Structure,OVCAR-3,OVCAR-8,SK-OV-3,OVCAR-4,NCI-H23,NCI-H522,OVCAR-5,NCI/ADR-RES,IGROV1
CC[C@]12C=CCN3CC[C@@]4(c5ccc(OC)cc5N(C)[C@H]4[C@@](O)(C(=O)OC)[C@@H]1OC(=O)CCC[P+](C1CCCCC1)(C1CCCCC1)C1CCCCC1)[C@@H]32,-49*,1.2*,-7.7*,18,-4.7*,-82*,11,100,-86*
S=P(NC1CCCCC1)(NC1CCCCC1)NC1CCCCC1,112,99,100,112,nt,90,101,111,115
N#C[Se]Cc1cc(-c2ccccc2)n(-c2ccc(S(N)(=O)=O)cc2)n1,-81*,6.0*,-43*,2.5*,-18*,-7.4*,-43*,35,-36*
CN(C)[C@@H]1C(=O)C(C(N)=O)=C(O)[C@@]2(O)C(=O)C3=C(O)c4c(O)cccc4[C@@](C)(O)[C@H]3C[C@@H]12,104,89,96,95,96,87,nt,101,92
C#CCCCN(CCNc1ccnc2cc(Cl)ccc12)C(=O)CCC(=O)O[C@@H]1O[C@@H]2OC3(C)CC[C@H]4[C@H](C)CC[C@@H]([C@H]1C)[C@@]24OO3,26,17,79,41,36,8.4*,45,16,41
CC1(C)N=C(N)N=C(N)N1c1ccc(CCCCc2ccc(S(=O)(=O)F)cc2)cc1,33,24,69,86,39,nt,41,113,30
CC[C@@H]1[C@@H](CCCCCC[C@]2(C)C[C@@](C)(CC(=O)OC)OO2)[C@@H]2[C@H]1[C@]1(C)C=C[C@H]2OO1,110,98,100,92,100,99,98,98,98
COc1ccc(C2=NN(C(C)=O)C(c3sc(N(CCCl)CCCl)nc3Cl)C2)cc1 (configuration not stated),98,95,86,103,106,69,101,105,103

Structure,OVCAR-3,OVCAR-8,SK-OV-3,OVCAR-4,NCI-H23,NCI-H522,OVCAR-5,NCI/ADR-RES,IGROV1
CC(=O)[C@@]1(O)CC[C@H]2[C@@H]3CCC4=C(Cl)C(=O)CC[C@]4(C)[C@H]3CC[C@@]21C,105,99,88,71,106,77,96,97,76
CCC1(CCO)C(=O)NC(=S)NC1=O,120,106,102,106,98,nt,109,103,nt
OC(CCl)CNC1CCCCC1 (configuration not stated),117,102,102,109,109,101,104,108,104
COC12C(COC(N)=O)C3=C(C(=O)C(C)=C(N)C3=O)N1CC1C2N1C (configuration not stated),79,nt,55,70,6.7*,18,67,67,24
NC1C(=O)NC(=O)NC1=O,106,102,114,112,96,121,104,102,111
COc1ccc(/C(C)=N\OC(=O)N(C)C)c(OC)c1,108,99,97,105,nt,93,101,104,102
Cc1ccc(SC(=O)CCl)cc1,103,106,106,108,109,nt,111,103,102
Cc1cn(C2CC(N=[N+]=[N-])C(COP(=O)(O)O)O2)c(=O)[nH]c1=O (configuration not stated),117,95,102,104,110,95,91,115,111

Structure,OVCAR-3,OVCAR-8,SK-OV-3,OVCAR-4,NCI-H23,NCI-H522,OVCAR-5,NCI/ADR-RES,IGROV1
CC(C)OC(=S)SSC(Cl)(Cl)Cl,107,100,103,119,103,nt,114,106,96
COC(=O)C1C(O)C(C)C(O)C(C)/C=C\C=C(C)C(=O)Nc2c(C)c(OC(C)=O)c3c(c2O)C(=O)C(C)=C2OCOC(=C23)C(C)=CC(C)(O)C(O)C(C)C1O (configuration not stated),105,nt,108,79,98,59,77,105,59
NC1CN2CCC1CC2 (configuration not stated),105,98,97,106,99,98,96,101,102
c1ccc([Se]CCCN2CCNCCNCC2)cc1,83,107,207,74,85,45,148,99,74
Nc1cc([N+](=O)[O-])cc([N+](=O)[O-])c1,102,111,108,111,103,108,95,104,115
Cc1cccc(C)c1N=C(N)N[N+](=O)[O-],116,105,106,109,103,87,109,107,121
CC(C)=CCC/C(C)=C/CC/C(C)=C/CSCCCN(CCCN1CCN(C)CC1)P(=O)(OC(C)C)OC(C)C,106,119,107,81,105,109,104,112,101
O=[N+]([O-])c1ccc(Cl)c(Cl)c1Cl,110,103,111,96,115,91,92,124,100

4 records picked at random from those above:
Structure,OVCAR-3,OVCAR-8,SK-OV-3,OVCAR-4,NCI-H23,NCI-H522,OVCAR-5,NCI/ADR-RES,IGROV1
Cc1cccc(C)c1N=C(N)N[N+](=O)[O-],116,105,106,109,103,87,109,107,121
O=[N+]([O-])c1ccc(Cl)c(Cl)c1Cl,110,103,111,96,115,91,92,124,100
Nc1cc([N+](=O)[O-])cc([N+](=O)[O-])c1,102,111,108,111,103,108,95,104,115
NC1CN2CCC1CC2 (configuration not stated),105,98,97,106,99,98,96,101,102

Carrying on.
Structure,OVCAR-3,OVCAR-8,SK-OV-3,OVCAR-4,NCI-H23,NCI-H522,OVCAR-5,NCI/ADR-RES,IGROV1
CCOC(=O)NN(CCOS(=O)(=O)c1ccccc1)CCOS(=O)(=O)c1ccccc1,104,100,95,108,100,85,109,107,88
S=P(Nc1ccccc1)(Nc1ccccc1)c1ccccc1,103,111,108,104,92,nt,100,88,101
O=S(=O)(F)c1ccc(C[P+](c2ccccc2)(c2ccccc2)c2ccccc2)c(Cl)c1,107,91,102,80,105,88,99,115,84
CN1C2CCCC1CC(=O)NC2 (configuration not stated),114,108,100,108,110,102,102,114,123
O=C(NC([Se])=NC1CCCCC1)c1ccc2c(c1)OCO2,25,38,8.5*,70,nt,42,72,34,44

These rows are one share of the data, so the mix of outcomes need not match the whole.
